KCNQ1 pot: potentiators or activators of KCNQ1 channel, primary screen, cell-based, thallium flux, high-throughput | CHO-K1 KCNQ1, thallium flux FluxOR fluorescence; hits give high values | B-score at 10 µM | 0.35% of 310,000 active;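 active means fluorescence ratio B-score, a plate-corrected score, at least three library SD, with initial intensity B-score within 5 SD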
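assay system = CHO-K1 cells stably expressing KCNQ1 | medium = assay buffer, equal DMSO in all wells | timing = 37 °C overnight plating, 90-min dark dye load, 20-min compound pretreatment | measured by = kinetic FluxOR thallium fluorescence, 10-s 1-Hz baseline, 110-s post-stimulus read | measure = fluorescence change relative to baseline, converted to B score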
KCNK9 inh: KCNK9 potassium channel inhibitors, primary screen, HEK293 cells, thallium flux; FluxOR thallium flux fluorescence; hits give low values; 1.2% of 310,000 active; AID 488922, 2010; Potassium channel subfamily K member 9 (Homo sapiens), Q9NPC2; B-score at 10 µM;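 active means ratio B-score over 3 SD below the library mean, with starting fluorescence within 5 SD of its mean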;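 further: negative B-score means less thallium flux so channel inhibition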
Target sequence (Q9NPC2 whole entry, looked up): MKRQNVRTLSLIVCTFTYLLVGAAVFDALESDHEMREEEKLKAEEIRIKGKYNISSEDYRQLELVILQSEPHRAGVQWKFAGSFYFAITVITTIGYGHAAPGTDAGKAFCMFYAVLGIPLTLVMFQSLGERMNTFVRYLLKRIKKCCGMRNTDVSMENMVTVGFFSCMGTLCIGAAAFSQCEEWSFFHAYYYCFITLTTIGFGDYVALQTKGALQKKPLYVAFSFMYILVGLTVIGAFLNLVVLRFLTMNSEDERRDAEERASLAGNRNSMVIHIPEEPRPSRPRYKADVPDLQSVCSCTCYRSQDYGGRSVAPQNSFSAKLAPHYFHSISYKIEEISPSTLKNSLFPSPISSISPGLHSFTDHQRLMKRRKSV
ANO1 block: TMEM16A chloride channel inhibitors, primary screen, cell-based, HTS. Anoctamin-1 (Mus musculus), Q8BHY3. HEK293 TMEM16A/YFP iodide influx fluorescence, ionomycin. normalized B-score (activity score, 25-100; higher = stronger inhibition) at 10 µM. 1.2% of 310,000 active. AID 588511, 2011;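 active means ratio plate-corrected score three or more library SD toward inhibition, starting fluorescence score within five deviations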;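 further: score derived from kinetic fluorescence span divided by baseline fluorescence per well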
DYRK1A inh: rat Dyrk1A kinase inhibitors, primary screen, biochemical, single point, plate reader; inhibition, % at 12.5 µM; Dual specificity tyrosine-phosphorylation-regulated kinase 1A (Rattus norvegicus), Q63470; ADP-Glo luminescence, NFATc1 peptide; AID 504441, 2011; 0.43% of 310,000 active; in the data active means inhibition above about 50%;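 further: plate controls were vehicle with enzyme for no effect and no enzyme for full effect; many of its hits are not listed in these tables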
TRPC4 potent: positive allosteric modulators of TRPC4, primary screen, cell-based, mouse TRPC4beta, HEK293 mu-opioid, Fluo-4 calcium | DAMGO EC20, Fluo-4 Ca2+ flux; hits give high values | B-score at 10 µM | 0.42% of 310,000 active | AID 2227, 2009;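 active means B-score of calcium response area above 5 SD of library B-scores, with initial fluorescence ratio within 5 SD of library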;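 further: B-score of integrated fluorescence ratio over time as area under calcium response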
ANO1 activ: TMEM16A chloride channel activators or potentiators, primary screen, cell-based, HTS; Anoctamin-1 (Mus musculus), Q8BHY3; HEK293 TMEM16A/YFP-H148Q/I152L, iodide quench fluorescence; hits give low values; B-score at 10 µM; 0.3% of 340,000 active;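 active means fluorescence-ratio B-score plate-corrected deviation score at least 3 library SD below zero, with starting fluorescence score within 5 deviations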;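 further: channel opened by trigger with iodide after compound preincubation; score built on the fluorescence ratio of max minus min over baseline; more negative score means more quench and so TMEM16A activation or potentiation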
hERG rescue: hERG rescue from dofetilide block, primary screen, cell-based, CHO-hERG, FluxOR thallium flux, dofetilide IC70. activation (rescue from dofetilide block), less the hit threshold, % at 10 µM. dofetilide IC70 present. 0.51% of 310,000 active. Voltage-gated inwardly rectifying potassium channel KCNH2 (Homo sapiens), Q12809;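 active means activation above the mean of controls blocked by dofetilide plus 5 SD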;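 further: thallium influx through hERG after potassium depolarization seen as dye fluorescence rise; in these data hits start at about 4.7%; inactives centre near -7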
HDAC3 inhib: HDAC3 deacetylase inhibitors, primary screen, biochemical, fluorescence, cell-free homogeneous; recombinant HDAC3, fluorogenic peptide/trypsin coupled; inhibition, % at 8.3 µM; 0.15% of 320,000 active; AID 2718, 2010; in the data active means inhibition above about 26%, passing the limit was not always enough; inconclusive means no clear call, values can overlap the other calls
Target sequence (O15379 whole entry, looked up): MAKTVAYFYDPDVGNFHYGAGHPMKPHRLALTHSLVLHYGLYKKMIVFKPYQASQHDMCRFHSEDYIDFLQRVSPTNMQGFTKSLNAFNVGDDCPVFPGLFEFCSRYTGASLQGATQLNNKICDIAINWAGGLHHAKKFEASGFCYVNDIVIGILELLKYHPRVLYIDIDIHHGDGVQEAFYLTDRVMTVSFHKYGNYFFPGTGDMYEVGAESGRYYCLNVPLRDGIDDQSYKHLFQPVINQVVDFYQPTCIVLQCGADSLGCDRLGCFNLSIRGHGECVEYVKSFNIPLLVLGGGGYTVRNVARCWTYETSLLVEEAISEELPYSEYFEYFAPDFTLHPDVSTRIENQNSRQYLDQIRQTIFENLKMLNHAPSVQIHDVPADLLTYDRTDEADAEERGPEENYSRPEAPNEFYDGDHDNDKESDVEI
KCNQ1 block: inhibitors of human KCNQ1 channel, primary screen, cell-based, thallium flux, high-throughput; Potassium voltage-gated channel subfamily KQT member 1 (Homo sapiens), P51787; B-score at 10 µM; 1.3% of 310,000 active; CHO-K1 KCNQ1, FluxOR thallium flux fluorescence; hits give high values;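 active means compounds whose thallium flux B-score, printed positive for inhibition, exceeds three library SD while starting fluorescence stays within three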;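 further: channel opened by potassium depolarization with thallium stimulus after 20 min compound exposure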
TRPC4 agonist: activators of mouse TRPC4 channel, primary screen, Fluo4 calcium, HEK293 TRPC4beta/mu-opioid cells; Short transient receptor potential channel 4 (Mus musculus), Q9QUQ5; Fluo4 calcium fluorescence; hits give high values; B-score at 10 µM; 0.49% of 310,000 active; AID 2237, 2010;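 active means B-score above 5 SD of library B-scores, and initial fluorescence ratio not above library mean plus 5 SD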;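 further: positive B-score marks a calcium rise read as TRPC4 activation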
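Test system: HEK293 cells stably co-expressing mouse TRPC4beta and mu-opioid receptor | Schedule: Fluo4 dye loading 45 min at room temperature, 110 s recording | Measured by: Kinetic Fluo4 calcium fluorescence, 5 s baseline at 1 Hz | Evaluation: B score of integrated ratio | Controls: Buffer (low) and maximal DAMGO (high)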
KCNK3 inh: human KCNK3 channel inhibitors, primary screen, CHO cells, FluxOR thallium flux, B-score; Potassium channel subfamily K member 3 (Homo sapiens), O14649; B-score at 10 µM; FluxOR fluorescence; hits give low values; 0.84% of 340,000 active;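 active means B-score under library mean minus 4 SD, starting fluorescence ratio at most library mean plus 5 SD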;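 further: more negative B-score means stronger inhibition of thallium flux through KCNK3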
Starred values were filed as active, the others as inactive; i = inactive; ? = inconclusive; nt = no result given. Not all compounds are listed, so the mix of outcomes need not match the whole.

SMILES | KCNQ1 pot | KCNK9 inh | ANO1 block | DYRK1A inh | TRPC4 potent | ANO1 activ | hERG rescue | HDAC3 inhib | KCNQ1 block | TRPC4 agonist | KCNK3 inh
CNC(=S)N/N=C/c1ccc(N2CCOCC2)s1 | i | i | i | 1 | i | i | -7 | 2 | i | i | i
COc1cccc(CNC(=O)CCNC(=O)C2CCN(S(=O)(=O)c3ccc(F)cc3)CC2)c1 | i | i | i | -3 | i | i | -6 | -3 | i | i | i
COc1cccc(N2CC(C(=O)Nc3nnc(SCC(=O)N4CCCC4)s3)CC2=O)c1 (configuration not stated) | i | i | i | -4 | i | i | -5 | 1 | i | i | i
Cc1ccc(Oc2nc(-c3ccccc3)ncc2S(=O)(=O)c2ccc(C)cc2)cc1 | i | i | i | -2 | i | i | -12 | -2 | i | i | i
COC(=O)c1nn(-c2cccc(Cl)c2)ccc1=O | i | i | i | -1 | i | i | -1 | 4 | i | i | i
CCCc1cc(C(=O)Nc2ccc(Cl)cn2)cs1 | i | i | i | -3 | i | i | -6 | 12 | i | i | i
O=[N+]([O-])C1C(c2ccccc2)=NOC1c1ccccc1O (configuration not stated) | i | i | i | -3 | i | i | -3 | 8 | i | i | i
O=C(Cc1ccc(-n2c(=O)c3ccccc3n(Cc3cccc([N+](=O)[O-])c3)c2=O)cc1)NCC1CCCO1 (configuration not stated) | i | i | i | nt | i | nt | -5 | nt | i | i | nt
Cc1ccc(-c2c(C)n([O-])c3c([n+]2=O)CCCCC3)cc1 | i | i | i | -3 | i | i | -5 | 2 | i | i | i
CCCC(=O)Nc1nc(CC(=O)OCC)cs1 | i | i | i | 2 | i | i | -1 | 1 | i | i | i

Part of the list above, with two lines to a compound:
Results follow in this order: KCNQ1 pot, KCNK9 inh, ANO1 block, DYRK1A inh, TRPC4 potent, ANO1 activ, hERG rescue, HDAC3 inhib, KCNQ1 block, TRPC4 agonist, KCNK3 inh
> O=[N+]([O-])C1C(c2ccccc2)=NOC1c1ccccc1O (configuration not stated)
 : i, i, i, -3, i, i, -3, 8, i, i, i
> O=C(Cc1ccc(-n2c(=O)c3ccccc3n(Cc3cccc([N+](=O)[O-])c3)c2=O)cc1)NCC1CCCO1 (configuration not stated)
 : i, i, i, nt, i, nt, -5, nt, i, i, nt

(next part)
SMILES | KCNQ1 pot | KCNK9 inh | ANO1 block | DYRK1A inh | TRPC4 potent | ANO1 activ | hERG rescue | HDAC3 inhib | KCNQ1 block | TRPC4 agonist | KCNK3 inh
CCc1cc(=O)oc2cc(C)cc(OCC(=O)NCC(O)c3ccccc3)c12 (configuration not stated) | i | i | i | 7 | i | i | -6 | -28 | i | i | i
COc1ccc(CCNC(=O)Cn2nc(C)n3nc(-c4ccccc4)cc3c2=O)cc1OC | i | i | i | -4 | i | i | -7 | -2 | i | i | i
S=c1[nH]ncn1/N=C/c1ccc(N2CCOCC2)cc1 | i | i | i | 1 | i | i | -1 | ? | i | i | i
Cc1cc2nc3c(nc2cc1C)CCCC3 | i | i | i | 3 | i | i | -7 | 3 | i | i | i
CC(C)CCNC(=O)c1cc(-c2cccs2)nc2ccccc12 | i | i | i | -1 | i | i | -14 | nt | i | i | i
CCN1C(=O)[C@@H]2[C@@H](c3ccc(-c4ccccc4)cc3)N3CCCC[C@@]3(C(=O)OC)[C@@H]2C1=O | i | i | i | 5 | i | i | -2 | 14 | i | i | i
CCOC(=O)N1CCN(C(=O)c2ccccc2NC(=O)c2ccc(C(C)(C)C)cc2)CC1 | i | i | i | -2 | i | i | -14 | 1 | i | i | i
Cc1ccc(S(=O)(=O)N=C2SCCCS2)cc1 | i | i | i | 0 | i | i | -12 | 5 | i | i | i
COc1ccc(OC)c(NC(=O)CS(=O)(=O)Cc2nc(-c3ccccc3C)oc2C)c1 | i | i | i | -1 | i | i | -12 | -3 | i | i | i
C=CCOc1ccc(/C=N/NC(=O)C(=O)Nc2ccccn2)cc1OC | i | i | i | -13 | i | i | -3 | 8 | i | i | i
COc1ccc(C2C(C#N)=C(/N=C/N3CCN(C)CC3)OC3=C2C(=O)CC(C)(C)C3)cc1OC (configuration not stated) | i | i | i | -6 | i | i | -2 | 8 | i | i | i
CC1CCN(C(=O)CSc2nc3c(cnn3-c3ccc(Cl)cc3)c(=O)[nH]2)CC1 | i | i | i | -8 | i | i | -6 | nt | i | i | i
CC1=C(C(N)=O)C(c2ccccn2)n2nc(SCc3ccccc3Cl)nc2N1 (configuration not stated) | i | i | i | 0 | i | i | -8 | 2 | i | i | i
O=C(O)c1ccccc1-c1ccccc1C(=O)NNc1ccc([N+](=O)[O-])cc1 | i | i | i | -5 | i | i | -15 | 8 | i | i | i
COc1cc(CNC(=O)c2cc3ccccc3oc2=O)cc(OC)c1OC | i | i | i | nt | i | i | -4 | -3 | i | i | i
CC(C)NC(=O)CN(C(=O)CCC(=O)Nc1nccs1)c1ccc(C(C)C)cc1 | i | i | i | nt | i | i | -1 | 16 | i | i | i
CN(C)CCCNS(=O)(=O)c1ccc(N2CCC(c3ccc(Cl)cc3)=N2)cc1 | i | -11* | i | nt | i | nt | 8.7* | -224 | 9* | i | nt
C=CCn1c(Sc2ccccc2)nc2c1c(=O)[nH]c(=O)n2C | i | i | i | 2 | i | i | -11 | 0 | i | i | i
COc1ccc(F)cc1S(=O)(=O)Nc1cccc(C(=O)O)c1 | i | i | i | -3 | i | i | -1 | -1 | i | i | i
O=C(Nc1ccnc(-c2cccnc2)n1)c1ccc(F)cc1 | i | i | i | nt | i | nt | -5 | -5 | i | i | nt
Cc1ccc(OCCn2cc(C#N)c3ccccc32)cc1 | i | i | 100* | 5 | i | i | -6 | 17 | i | i | -9.5*
CC1(C)Cc2nc3[nH]c(=S)[nH]c(=O)c3cc2CO1 | i | i | i | 1 | i | i | -2 | 14 | i | i | i
Cc1ccc2nc(SCc3cccc([N+](=O)[O-])c3)nc(C)c2c1 | i | i | i | 1 | i | i | -7 | 1 | i | i | i
Cc1cc(=O)n2c(n1)NC(Nc1cccc(C)c1C)=NC2c1ccc(F)cc1 (configuration not stated) | i | i | i | nt | i | i | -6 | 5 | i | i | i
COc1ccc([N+](=O)[O-])cc1N(CC(O)CN1C(=O)NC(C)(C)C1=O)S(=O)(=O)c1ccccc1 (configuration not stated) | i | i | i | 1 | i | i | -5 | 1 | i | i | i
Cn1cc(C(=O)N2CCc3ccccc3C2)c(=O)c2cc(S(=O)(=O)N3CCCCC3)ccc21 | i | i | i | nt | i | nt | -8 | 0 | i | i | nt
COC(=O)C(NC(=O)c1ccc(F)cc1)(Nc1nc(C)cs1)C(F)(F)F (configuration not stated) | i | i | i | -5 | i | i | 0 | -9 | i | i | i
CCC(=O)n1nc(-c2ccc(OC)cc2)nc1N | i | i | i | 13 | i | i | -7 | 5 | i | i | i
CCOc1ccc(-c2nnn(CC(=O)Nc3cc(OC)ccc3OC)n2)cc1OCC | i | i | i | -5 | i | i | -3 | 1 | i | i | i
COc1cc(-c2c(C#N)c(N)nc3c2CCCC3)cc(OC)c1OC | i | i | i | -12 | i | i | -19 | -6 | i | i | i
Cc1cccc(/N=C/C2=C(O)CC(C)(C)CC2=O)n1 | i | i | i | nt | i | i | -5 | 2 | i | i | i
COc1cc2c(cc1OC)C1(CCCC1)CNC2c1cccc([N+](=O)[O-])c1 (configuration not stated) | i | i | i | 3 | i | i | -3 | 2 | i | i | i
CCN(CC)C(=O)Cn1cnc2sc(C(=O)N3CCN(c4ccc(OC)cc4)CC3)c(C)c2c1=O | i | i | i | -8 | i | i | -3 | -1 | i | i | i
O=C(COc1cc(Cl)ccc1Cl)Nc1nnc(C2CC2)s1 | i | i | i | -1 | i | i | -6 | 2 | i | i | i
O=C(NCCC(=O)N1CCCCC1)c1ccc(Br)cc1 | i | i | i | -6 | i | i | -5 | -2 | i | i | i
C[C@H](NC(=O)c1nc[nH]c1C(=O)NCc1ccccc1)C(=O)OC(C)(C)C | i | i | i | 7 | i | i | -5 | 8 | i | i | i
Cc1nnnn1/C(=C\c1ccccc1)C(=O)OCC(=O)N(C)C1CCS(=O)(=O)C1 (configuration not stated) | i | i | i | -5 | i | i | -15 | 2 | i | i | i
COCCn1nnnc1C(c1cc2ccc(OC)cc2[nH]c1=O)N1CCc2ccccc2C1 (configuration not stated) | i | i | i | nt | i | i | -15 | 5 | i | i | i
O=C(O)CCC(NC(=O)c1cncc(O)c1)C(=O)O (configuration not stated) | i | i | i | -9 | i | i | -1 | 10 | i | i | i
O=C(/C=C/c1ccco1)N(Cc1ccc(F)cc1)C1CCS(=O)(=O)C1 (configuration not stated) | i | i | i | -2 | i | i | 0 | 2 | i | i | i
N#CCCN(C(=O)CN1C(=O)NC2(CCCC2)C1=O)c1ccccc1F | i | i | i | 8 | i | i | -1 | -4 | i | i | i
Cc1ccc2nc(-c3ccc(O)c(O)c3)cn2c1 | i | i | i | 34 | i | i | -10 | -14 | i | i | i
COc1ccc(OCC(O)CN2CCN(c3ccc(Cl)cc3)CC2)cc1 (configuration not stated) | i | i | i | -2 | i | i | -2 | 5 | i | i | i
O=C(CSc1nnc(NC(=O)C2CC2)s1)Nc1ccc(F)cc1F | i | i | i | -6 | i | i | -10 | -5 | i | i | i
CC(=O)C1(C)OC(N)=C(C#N)C(c2ccccc2)C1(C#N)C#N (configuration not stated) | i | i | i | 16 | i | i | -12 | 13 | i | i | i
C#CCOc1ccc(C2C3=C(CC(C)(C)CC3=O)N(CC(=O)O)C3=C2C(=O)CC(C)(C)C3)cc1OC | i | i | i | 0 | i | i | -1 | 2 | i | i | i
O=C(O)CN=CC1=C(O)CC(c2ccccc2)CC1=O (configuration not stated) | i | i | i | 3 | i | i | -4 | -4 | i | i | i

From PubChem BioAssay
